RAD52 inh – RAD52 DNA annealing inhibitors, primary screen, biochemical, FRET, single point, set 2. DNA repair protein RAD52 homolog (Homo sapiens), P43351. recombinant RAD52 DNA annealing, FRET fluorescence. inhibition, % at 18.7 µM. actives 0.46% (n = 360,000);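 active = every replicate showing at least 50% inhibition; inconclusive = mean inhibition at least 50% but not in every replicate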
Target sequence (P43351 whole entry, looked up): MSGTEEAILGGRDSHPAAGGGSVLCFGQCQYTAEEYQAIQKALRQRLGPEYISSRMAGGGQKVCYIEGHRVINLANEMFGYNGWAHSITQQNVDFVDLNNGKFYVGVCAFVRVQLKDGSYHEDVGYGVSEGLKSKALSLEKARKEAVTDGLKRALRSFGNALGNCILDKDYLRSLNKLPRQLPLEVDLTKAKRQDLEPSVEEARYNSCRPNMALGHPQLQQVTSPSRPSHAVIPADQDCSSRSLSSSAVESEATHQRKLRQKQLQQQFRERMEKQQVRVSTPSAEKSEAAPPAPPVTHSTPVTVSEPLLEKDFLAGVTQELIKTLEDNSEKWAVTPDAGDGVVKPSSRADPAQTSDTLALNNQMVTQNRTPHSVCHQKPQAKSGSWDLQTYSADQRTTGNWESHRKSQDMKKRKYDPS
esBAF inh – Bmi1 luciferase reporter increase in mESCs, primary screen, esBAF inhibitor project, mouse ES cells, Bmi1 luciferase knock-in, single point; reporter increase, % at 12.5 µM; 24 h; 100% = twice the neutral-well signal; actives 2% (n = 350,000); AID 602393, 2012; in the data active = activation above about 40%; inconclusive = no clear call, values can overlap the other calls;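 note: 0% = median of the plate's neutral control wells and 100% = double that signal; a rise in the Bmi1 reporter signal indicates esBAF inhibition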
EWS-Fli block – EWS/Fli-driven NR0B1 reporter inhibitors, primary screen, A673 cells, NR0B1 luciferase, luminescence, MLPCN library | viability-normalised | inhibition, % at 12.6 µM | actives 0.67% (n = 350,000);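 active = mean inhibition of at least 50% after viability correction, with every replicate also passing that limit; inconclusive = mean reaches 50% but only one of two replicates passes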;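 note: firefly luciferase signal divided by Alamar Blue viability fluorescence both relative to DMSO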
S100A4 inh HTS – inhibitors of S100A4-myosin IIA peptide binding, primary screen, biochemical, fluorescence polarization, TAMRA-MyoIIA peptide; Protein S100-A4 (Homo sapiens), P26447; AID 652163, 2013; inhibition, % at 10.7 µM; actives 0.14% (n = 360,000);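 active = mean inhibition of at least 70% across replicates, with every replicate also reaching that level; inconclusive = mean inhibition reaches 70% but some replicates fall short; inactive = mean inhibition below 70%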
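Material: human S100A4 monomer with TAMRA-labelled myosin IIA peptide; buffer or medium: HEPES pH 7.2 with CaCl2, KCl, NaCl, DTT, Triton; compound dosing: one concentration per compound; schedule: 5 min incubation before reading; benchmarks: neutral control DMSO, positive control TFP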
XiGFP reactiv – activators of inactive X chromosome reactivation, primary screen, imaging, XiGFP fibroblasts, GFP high-content imaging, set 2. XiGFP mouse fibroblasts, % GFP-positive cells imaging, 3 d; cells co-treated with 5-aza-dC sensitizer; scaled so ellipticine positive control = 100%. AID 743238, 2013. actives 0.055% (n = 360,000). activation, % at 7.58 µM;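 active = mean normalized replicate activation at least 10% and every replicate at or above 10%; inconclusive = only one of the two criteria met; inactive = mean below 10% and not all replicates reach 10%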;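 note: 0% = median of on-plate neutral control wells and 100% = ellipticine 6 µM median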
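Material: SV40-immortalized XiGFP fibroblast cells, line 68-5-11 | Buffer or medium: DMEM containing 5-aza-dC | Dosing: One concentration, pinned | Times: 3 d treatment, 15 min room-temperature fixation | Controls: Ellipticine 6 µM positive control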
RAD54 inh – inhibitors of human RAD54 branch migration, primary screen, biochemical, fluorescence, single point. RAD54 Holliday junction branch migration, FAM/BHQ fluorescence. actives 0.14% (n = 360,000). inhibition, % at 10.4 µM. DNA repair and recombination protein RAD54-like (Homo sapiens), Q92698;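 active = mean normalized replicate activity at least 40 and at least half of replicates scoring 40 or more; inconclusive = only one of the two criteria met; inactive = mean below 40 and under half of replicates reaching 40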;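 note: 0% = median of neutral control wells and 100% = median of positive control wells; inhibitors cause a drop in the FAM fluorescence signal; in these data hits start at about 50%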
E-sel inducer – E-selectin induction in HUVECs, primary screen, imaging, HUVEC, immunofluorescence imaging, single point; actives 0.37% (n = 260,000); AID 686992, 2013; normalized: neutral wells 0, TNF-alpha wells 100; P16581; activation, % at 7.58 µM;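 active = mean E-selectin-positive cell signal at least 10% of the positive control, reached in at least 60% of replicates, without over 20% cell loss; inconclusive = no rule given, readout overlaps actives, possibly toxicity-flagged; inactive = the rest, including those meeting only one limit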;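 note: in these data hits start at about 27%; measured in HUVEC primary endothelial cells; signal is the percent of cells scored E-selectin positive by PE staining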
Target sequence (P16581 whole entry, looked up): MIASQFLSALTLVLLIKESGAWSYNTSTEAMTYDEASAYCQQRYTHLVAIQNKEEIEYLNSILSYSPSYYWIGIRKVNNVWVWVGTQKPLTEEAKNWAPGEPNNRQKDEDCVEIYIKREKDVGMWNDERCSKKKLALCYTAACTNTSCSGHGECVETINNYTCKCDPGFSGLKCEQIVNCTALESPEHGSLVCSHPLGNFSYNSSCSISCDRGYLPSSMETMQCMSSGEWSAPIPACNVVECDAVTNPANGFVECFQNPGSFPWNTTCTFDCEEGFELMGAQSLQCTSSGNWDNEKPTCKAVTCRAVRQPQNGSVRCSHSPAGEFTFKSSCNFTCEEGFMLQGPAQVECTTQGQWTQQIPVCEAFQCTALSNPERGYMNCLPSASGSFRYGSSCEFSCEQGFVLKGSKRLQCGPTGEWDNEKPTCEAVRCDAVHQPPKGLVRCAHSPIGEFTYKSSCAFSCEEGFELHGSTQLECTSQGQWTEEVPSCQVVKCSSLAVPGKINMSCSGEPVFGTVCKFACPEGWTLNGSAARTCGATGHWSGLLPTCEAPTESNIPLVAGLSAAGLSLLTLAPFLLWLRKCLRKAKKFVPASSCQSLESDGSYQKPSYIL
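Read-out: % PE-positive cells | Test system: HUVEC | Doses: One compound dose added by pin transfer | Buffer or medium: EGM-2 over gelatin coat | Signal: Immunofluorescence imaging | Benchmarks: TNF-alpha, DMSO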
FN deposition inh – inhibitors of fibronectin matrix deposition, primary screen, AH1F cells, Alexa488-fibronectin fluorescence, plate reader; actives 0.086% (n = 350,000); inhibition, % at 12.6 µM; AH1F fibroblasts, overnight;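 active = mean inhibition across replicates of 30% or more, regardless of how many single replicates reach that level; inconclusive = mean under 30% yet at least half of replicates reach 30%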;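 note: positive control wells lacked labelled fibronectin entirely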
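Test system: AH1F fibroblast monolayer depositing Alexa488-labelled fibronectin into matrix. Input: 10000 cells per well. Technique: fluorescence, ex 485 nm, em 525 nm. Buffer or medium: DMEM plus 2% serum, read in PBS. Timing: 1 h cell adhesion before compound, then overnight fibronectin incubation. Compound: single dose, pinned. Read-out basis: inhibition from reduced deposited-fibronectin fluorescence.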
An asterisk follows results filed as active; ? = inconclusive; . = no result given.

1) CC1=C(CCN2CCN(C(C)C)C(CCO)C2)C(C)(C)CCC1 (configuration not stated)
2) NC(=O)c1ccccc1N/C=C1\CCCCC1=O
3) CC(C)(C)c1ccc(C(=O)N2[C@H](COCc3ccccc3)C=CS2(=O)=O)cc1
4) O=C(CCc1nnc(CCCCc2ccccc2)o1)NCCCc1cccnc1
5) CNC[C@@H]1Oc2ncc(C#Cc3cccc(OC)c3)cc2C(=O)N([C@H](C)CO)C[C@@H]1C
6) O=C(C[C@H]1CC[C@H](NS(=O)(=O)c2ccc(F)cc2)[C@H](CO)O1)N1CCC(Cc2ccccc2)CC1
7) Cc1cc(C)c(NC(=O)CSc2nnc(CN3CCOCC3)n2C)c(C)c1
8) CCCn1c(CN2CCN(C(=O)OCC)CC2)nc2cc([N+](=O)[O-])ccc21
9) Cc1[nH]c2ccccc2c(=O)c1CNCc1ccccc1
10) CCc1ccc(Nc2n[n+](-c3ccccc3)c(-c3ccc(OC)c(Br)c3)s2)cc1
compound no.,1,2,3,4,5,6,7,8,9,10
RAD52 inh,2,-11,-1,-10,30,6,-8,1,-10,-9
esBAF inh,-6,.,-3,.,3,-4,-6,-4,.,-1
EWS-Fli block,-12,5,-32,-7,-13,3,2,0,1,16
S100A4 inh HTS,-3,3,1,4,-8,9,-4,-2,-3,-2
XiGFP reactiv,0.0,0.0,0.5,0.0,4.3,-0.7,0.4,0.0,0.1,-0.1
RAD54 inh,1,.,-6,.,1,4,-11,-21,.,1
E-sel inducer,?,.,0.0,.,-0.3,0.3,-3.9,0.1,0.5,0.0
FN deposition inh,24,.,-23,.,.,.,-2,7,.,-1

11) C[C@H]1CN([C@@H](C)CO)C(=O)c2cc(NC(=O)Nc3ccccc3)ccc2O[C@H]1CN(C)Cc1ccc(C(=O)Nc2ccccc2N)cc1
12) CCCCn1nnnc1C1(C)CCC(=O)N1C1CC1 (configuration not stated)
13) CCOC(=O)CNC(=O)C1(/C=C/c2ccccc2)CC(=O)N1c1ccc(C)cc1 (configuration not stated)
14) Cc1noc(C)c1S(=O)(=O)Nc1ccc2c(c1)C(=O)N([C@H](C)CO)C[C@H](C)[C@@H](CN(C)Cc1ccc(C(=O)Nc3ccccc3N)cc1)OCCCC[C@@H](C)O2
15) C[C@@H]1CCCCO[C@@H](CN(C)C(=O)Nc2cccc3ccccc23)[C@@H](C)CN([C@H](C)CO)C(=O)c2cc(NS(C)(=O)=O)ccc2O1
16) C[C@@H]1CN([C@@H](C)CO)S(=O)(=O)c2ccc(C3=CCCC3)cc2O[C@H]1CN(C)Cc1ccncc1
17) CCc1ccc2nc(NC(=O)C3CSC4(C)CCC(=O)N34)sc2c1 (configuration not stated)
18) Nc1ccn(Cc2cccc(Cl)c2)n1
19) COc1ccc(NC(=O)NNC(=O)COc2ccc3cc(Br)ccc3c2)c(OC)c1
20) COc1cc(/C=C/CN2CCN(Cc3ccc(C)o3)C(CCO)C2)ccc1O (configuration not stated)
compound no.,11,12,13,14,15,16,17,18,19,20
RAD52 inh,-26,-9,-14,-18,6,1,-32,-14,-1,-7
esBAF inh,-13,.,0,.,-3,2,.,.,13,.
EWS-Fli block,34,-12,-1,-5,1,11,-63,1,.,3
S100A4 inh HTS,.,6,-5,18,4,-8,-1,-5,-2,-2
XiGFP reactiv,-0.4,0.0,0.1,-0.5,0.0,-0.8,0.0,0.2,0.0,0.3
RAD54 inh,-7,.,1,.,4,-1,-2,.,13,.
E-sel inducer,2.6,-0.1,0.0,0.1,-0.3,0.3,0.2,.,0.1,8.5
FN deposition inh,.,-4,-1,.,.,3,2,-7,.,-2

21) COCC(=O)Nc1ccc2c(c1)C(=O)N(C)[C@H]1CC[C@H](CC(=O)NCCc3ccccc3)O[C@@H]1CO2
22) COc1ccc(S(=O)(=O)N(C)C[C@H]2Oc3c(cccc3N(C)C)C(=O)N([C@@H](C)CO)C[C@@H]2C)cc1
23) COc1cc(/C=N/NC(=O)c2ccc(CSc3nncn3C)cc2)cc(OC)c1O
24) O=C(O)C1CCCN1S(=O)(=O)c1cc(Cl)ccc1Cl (configuration not stated)
25) CN(C(=O)CCc1nc2ccccc2s1)c1ccccc1
26) COc1ccc(N/C=C2\C(=O)CCc3c2oc2cc(Cl)c(O)c(Cl)c32)cc1
27) Cc1ccc(-c2c(C(=O)O)c3ccccc3[nH]c2=O)cc1
28) CC(CC(=O)Nc1ccc(S(=O)(=O)Nc2ncccn2)cc1)c1ccccc1 (configuration not stated)
29) Cc1ccc(S(=O)(=O)N(C)C[C@H]2OCCCC[C@H](C)Oc3ccc(NS(=O)(=O)c4ccc(Cl)cc4)cc3C(=O)N([C@H](C)CO)C[C@@H]2C)cc1
30) CCOc1cc(N2CCOCC2)c(OCC)cc1NC(=O)c1ccc(F)c(S(=O)(=O)N2CCOCC2)c1
compound no.,21,22,23,24,25,26,27,28,29,30
RAD52 inh,4,8,2,-2,3,-130,-15,-4,-2,-10
esBAF inh,0,-3,.,0,37,-2,-1,5,3,.
EWS-Fli block,8,.,5,-26,-2,17,12,-4,10,5
S100A4 inh HTS,-1,13,4,10,2,6,-8,0,2,2
XiGFP reactiv,0.6,0.3,0.0,.,.,0.2,0.1,0.1,0.0,-0.1
RAD54 inh,-1,1,.,-2,0,10,-13,-2,-19,-9
E-sel inducer,0.0,0.0,-0.1,.,.,.,.,0.0,0.3,0.0
FN deposition inh,-9,1,-7,.,.,-8,-8,-1,-3,6

31) Cn1c(NCc2ccc3occc3c2)nc2cc(-c3ccc(F)cc3)sc2c1=O
32) COCC(=O)N(C)C[C@@H]1Oc2cc(C#CCN(C)C)ccc2S(=O)(=O)N([C@@H](C)CO)C[C@@H]1C
33) C[C@H]1CN([C@@H](C)CO)C(=O)c2cc(NC(=O)CCCCCC(=O)Nc3ccccc3N)ccc2O[C@@H]1CN(C)S(=O)(=O)c1cccs1
34) COc1cccc(-c2nc(CS(=O)CC(=O)NCc3ccccc3)c(C)o2)c1 (configuration not stated)
35) N#C/C(=C\c1c(Oc2ccc(Cl)cc2)nc2ccccn2c1=O)C(=O)NC1CCS(=O)(=O)C1 (configuration not stated)
36) C[C@H](CO)N1C[C@H](C)[C@@H](CN(C)Cc2ccc(Cl)c(Cl)c2)OCCCC[C@H](C)Oc2ccc(NS(=O)(=O)c3cn(C)cn3)cc2C1=O
37) COc1ccc(CNCCS(=O)(=O)NN2CCOCC2)cc1
38) Cc1c(C(=O)O)nn(-c2cccc(C(F)(F)F)c2)c(=O)c1C#N
39) CC1CC(C)CN(C(=O)c2ccc(S(=O)(=O)N3CCCCC3)cc2)C1 (configuration not stated)
40) Nc1ccc(CC(N)c2csc(Nc3nncc4ccccc34)n2)cc1 (configuration not stated)
compound no.,31,32,33,34,35,36,37,38,39,40
RAD52 inh,-7,12,-31,-15,-11,-10,-16,-110,-5,1
esBAF inh,?,2,.,-5,.,-11,0,-6,-9,-11
EWS-Fli block,-19,-4,27,-3,-4,0,-5,-1,-3,-5
S100A4 inh HTS,-3,-35,-13,2,-2,-13,-2,-2,6,-4
XiGFP reactiv,0.0,-0.4,0.3,-0.1,0.1,0.2,0.0,0.0,0.0,0.1
RAD54 inh,6,-5,.,3,1,-4,0,-11,6,14
E-sel inducer,-0.1,-0.1,.,0.4,.,-0.1,0.0,-2.4,0.6,-0.1
FN deposition inh,3,11,.,3,5,.,-3,-1,.,0

Random excerpt: four compounds from above.
23) COc1cc(/C=N/NC(=O)c2ccc(CSc3nncn3C)cc2)cc(OC)c1O
30) CCOc1cc(N2CCOCC2)c(OCC)cc1NC(=O)c1ccc(F)c(S(=O)(=O)N2CCOCC2)c1
13) CCOC(=O)CNC(=O)C1(/C=C/c2ccccc2)CC(=O)N1c1ccc(C)cc1 (configuration not stated)
17) CCc1ccc2nc(NC(=O)C3CSC4(C)CCC(=O)N34)sc2c1 (configuration not stated)
compound no.,23,30,13,17
RAD52 inh,2,-10,-14,-32
esBAF inh,.,.,0,.
EWS-Fli block,5,5,-1,-63
S100A4 inh HTS,4,2,-5,-1
XiGFP reactiv,0.0,-0.1,0.1,0.0
RAD54 inh,.,-9,1,-2
E-sel inducer,-0.1,0.0,0.0,0.2
FN deposition inh,-7,6,-1,2

Next structures follow:
41) C[C@@H]1CN([C@@H](C)CO)C(=O)Cc2cc(NS(=O)(=O)c3cccs3)ccc2O[C@H]1CN(C)C(=O)Nc1ccc(F)cc1
42) COc1cccc(C#Cc2ccc3c(c2)O[C@H](CN(C)C(C)=O)[C@@H](C)CN([C@H](C)CO)S3(=O)=O)c1
43) CCOC(=O)c1c(S(=O)(=O)NCC(=O)Nc2ccc(C)cc2)c(C)n(C)c1C
44) C[C@@H]1CN([C@H](C)CO)C(=O)c2cccc(NS(=O)(=O)c3ccc(F)cc3)c2O[C@H]1CN(C)CC1CCCCC1
compound no.,41,42,43,44
RAD52 inh,-10,-2,-14,-14
esBAF inh,-5,-3,-5,4
EWS-Fli block,4,8,0,0
S100A4 inh HTS,0,-54,-5,1
XiGFP reactiv,0.0,-0.6,0.2,0.1
RAD54 inh,-6,-8,-3,12
E-sel inducer,30*,-0.1,.,0.5
FN deposition inh,.,5,9,.

Screens: PubChem BioAssay, Broad Institute
